# Screens from PubChem BioAssay.
# NALP1 yeast inh – NALP1 inflammasome inhibitors in reconstituted yeast, colorimetric, S. cerevisiae, triplicate retest. S. cerevisiae NALP1/ASC/caspase-1 growth, X-gal OD620, 72 h. inhibition, % at 10 µM. 280,000 tested, 0.61% active. AID 2071, 2009; in the data active = inhibition mostly above about 24%, no sharp cut-off; inactive = mostly below about 32%; also: some compounds called inactive have numbers as strong as hits
# PfM18AAP inh – PfM18AAP inhibitors, malaria aminopeptidase, primary screen, biochemical, QFRET, recombinant enzyme; 290,000 tested, 1.2% active; inhibition, % at 7.35 µM; H-Glu-NHMec fluorogenic cleavage; M18 aspartyl aminopeptidase (Plasmodium falciparum 3D7);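 active = inhibition above the campaign mean inhibition over all tested compounds plus 3 SD, cut at about 28% in these data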;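 also: 0% = plate median of test compound wells and 100% = 2 mM ZnCl2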
# GPR7 antag – GPR7 receptor antagonists, primary screen, cell-based, fluorescence, single concentration; Neuropeptides B/W receptor type 1 (Homo sapiens), P48145; GPR7-expressing cells, fluorescence antagonist assay; inhibition, % at 4.4 µM; 290,000 tested, 1.1% active; in the data active = inhibition above about 16%, passing the limit was not always enough;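 also: cells stimulated with the agonist NPW; 0% = agonist with vehicle and 100% = vehicle without agonist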
# Target sequence (P48145 whole entry, looked up): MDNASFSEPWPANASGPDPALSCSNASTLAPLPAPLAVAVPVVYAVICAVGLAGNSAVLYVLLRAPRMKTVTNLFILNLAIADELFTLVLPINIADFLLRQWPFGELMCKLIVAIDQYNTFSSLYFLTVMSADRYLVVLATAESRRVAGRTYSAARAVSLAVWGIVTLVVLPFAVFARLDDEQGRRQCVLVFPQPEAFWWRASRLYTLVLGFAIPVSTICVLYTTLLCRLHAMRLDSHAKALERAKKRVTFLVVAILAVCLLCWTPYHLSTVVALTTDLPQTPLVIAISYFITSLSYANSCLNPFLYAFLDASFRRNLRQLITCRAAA
# MEKK2 mut-MEK5 – MEK5 binding signal on mutant MEKK2 PB1, primary screen, biochemical, multiplex bead flow cytometry, Alexa488-MEK5. Alexa488-MEK5 binding to MEKK2 mutant. percent response, % at 10 µM. 290,000 tested, 0.35% active. AID 1530, 2009; in the data active = percent response above about 24%, passing the limit was not always enough; also: inactives centre near 1; some results filed as inactive read as strong as hits; reference of the scale not given here
# MEKK2wt PB1 HTS – modulators of MEK5 binding to wildtype MEKK2, primary screen, biochemical, multiplex bead flow cytometry, Alexa488-MEK5; Alexa488-MEK5 binding to MEKK2 WT; actives lie on both sides; AID 1531, 2009; Mitogen-activated protein kinase kinase kinase 2 (Homo sapiens), Q9Y2U5; binding response (% of control), % at 10 µM; 290,000 tested, 1.1% active; in the data active = binding response below about 67% or above about 130%
# PHOSPHO1 block – PubChem AID 1565. Phosphoethanolamine/phosphocholine phosphatase (Homo sapiens), Q8TCT1. recombinant PHOSPHO1, absorbance phosphatase assay. inhibition, % at 13.3 µM. 290,000 tested, 1.1% active; in the data active = inhibition above about 60%
# Target sequence (Q8TCT1 whole entry, looked up): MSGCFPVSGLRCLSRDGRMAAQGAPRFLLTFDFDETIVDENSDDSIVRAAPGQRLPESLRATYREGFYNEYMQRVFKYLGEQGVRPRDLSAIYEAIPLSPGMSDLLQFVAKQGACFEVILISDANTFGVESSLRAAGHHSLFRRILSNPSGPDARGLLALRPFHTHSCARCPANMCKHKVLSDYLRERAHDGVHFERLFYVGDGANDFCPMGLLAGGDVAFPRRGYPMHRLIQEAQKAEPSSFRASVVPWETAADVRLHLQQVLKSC
# OXTR agonist – human OXTR agonists, primary screen, fluorescence, CHO-OTR cells, Fluo-8 calcium; Oxytocin receptor (Homo sapiens), P30559; activation, % at 3 µM; Fluo-8 calcium fluorescence; normalized: DMSO 0%, oxytocin 100%; 320,000 tested, 0.32% active;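 active = activation above the mean of all tested compounds plus 3 SD, cutoff set per screening run, cut at about 20% in these data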;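 also: peak over basal fluorescence ratio from a 100 s FLIPR kinetic read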
# Target sequence (P30559 whole entry, looked up): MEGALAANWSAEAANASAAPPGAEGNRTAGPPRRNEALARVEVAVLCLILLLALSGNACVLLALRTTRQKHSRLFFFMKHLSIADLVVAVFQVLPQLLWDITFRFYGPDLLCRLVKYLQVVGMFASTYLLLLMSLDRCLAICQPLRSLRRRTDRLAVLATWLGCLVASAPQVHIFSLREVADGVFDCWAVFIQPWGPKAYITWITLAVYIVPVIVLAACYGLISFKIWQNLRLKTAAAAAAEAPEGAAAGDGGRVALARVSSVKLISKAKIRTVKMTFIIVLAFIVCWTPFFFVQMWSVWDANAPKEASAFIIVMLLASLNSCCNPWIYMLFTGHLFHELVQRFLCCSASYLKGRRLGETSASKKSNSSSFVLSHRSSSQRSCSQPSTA
# FID counter – compounds displacing fluorescent DNA intercalator, primary screen, artefact control for HCV NS3 helicase inhibitor project, biochemical, FID fluorescence; DNA fluorescent intercalator displacement; 290,000 tested, 0.17% active; inhibition, % at 7.9 µM; AID 1845, 2009; in the data active = inhibition above about 37%;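 also: 0% = vehicle and 100% = reference compound; higher means more ethidium bromide displaced from hairpin DNA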
# MEKK3 PB1 HTS – modulators of MEKK3-MEK5 PB1 binding, primary screen, biochemical, wildtype MEKK3, multiplex bead flow cytometry, Alexa488-MEK5; Mitogen-activated protein kinase kinase kinase 3 (Homo sapiens), Q99759; bead-based flow cytometry, Alexa488-MEK5 binding to MEKK3; actives lie on both sides; 0 = blocked by unlabeled MEK5, 100 = vehicle; binding response (% of control), % at 10 µM; 290,000 tested, 1.4% active; AID 1529, 2009;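 active = binding response more than 3 SD above or below the average of its plate-row segment, actives on both sides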;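 also: Alexa488 bead fluorescence after subtracting the streptavidin-only scavenger bead signal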
# An asterisk follows results filed as active; / = not tested or not shown.
SMILES,NALP1 yeast inh,PfM18AAP inh,GPR7 antag,MEKK2 mut-MEK5,MEKK2wt PB1 HTS,PHOSPHO1 block,OXTR agonist,FID counter,MEKK3 PB1 HTS
c1ccc2nc3c(nc2c1)OCC1CCCCN31 (stereo unspecified),12,-3,-9,-2,99,-7,0.0,-2,101
CSc1ncccc1C(=O)NC1CC(C)(C)Cc2c1cnn2-c1ccccc1C (stereo unspecified),-1,-1,-6,12,114,33,-1.4,-35,111
CCOC(=O)c1cccc(NC(=O)c2cncc(Br)c2)c1,35,0,-8,-1,110,14,-1.6,-13,108
Cc1cc(C(=O)CSc2nnnn2-c2ccccc2)c(C)n1CCc1ccccc1,-1,1,0,-6,96,84*,-0.3,-9,97
CC(C)(C)C(=O)OCc1nc(-c2ccc(O)c(O)c2)cs1,/,58*,6,-8,100,10,-0.2,-19,101
CC1=C(C#N)C(C(F)(F)F)(C(F)(F)F)N=C(c2ccco2)N1,-1,-1,-14,10,114,6,12,2,110
Cc1nn(-c2ccc(F)cc2F)c(=O)c2noc(C)c12,28,2,-11,0,99,12,-1.3,2,100
COc1cccc(CN(CC(=O)NC2CCCC2)C(=O)c2csnn2)c1,7,-9,0,-2,104,2,1.3,-10,101
Cc1ccc(NNC(=O)c2cc(C(C)(C)C)nn2Cc2ccccc2)cc1,17,-7,-10,-25,84,58,-2.4,-20,91
O=C(O)CCn1[nH]c(=O)ccc1=O,-15,1,-3,5,106,-22,1.0,5,99
CC(C)N(C(=O)Cn1c(=O)oc2ccccc21)c1ccccc1,28,-1,10,-5,97,3,1.3,-12,99
CCCCNC(=O)N(C)c1nc2ccccc2s1,-2,2,-3,-5,95,29,-2.5,4,106
COc1ccc(CCNC(=O)CN2CCN(c3cccc(C(F)(F)F)c3)CC2)cc1,4,-7,4,-7,96,-18,3.8,-23,96
C/C(CC(=O)Nc1ccc(C)cc1C)=N\NC(=O)C(C)C,8,7,-10,-14,87,28,-2.4,-1,96
O=C(Cn1nnc(-c2ccccc2NC(=O)c2ccco2)n1)Nc1ccccc1,2,-13,5,6,98,6,0.7,-3,100
O=C(Nc1cccnc1)c1ccc(N2CCOCC2)c([N+](=O)[O-])c1,9,6,-15,4,107,3,/,0,103
CCOc1cc(CN2CCN(Cc3ccc(C)o3)C(CCO)C2)ccc1OC (stereo unspecified),8,-7,-11,-5,102,24,-1.2,0,101
Cc1ccc(CSCC(=O)Nc2ccc3c(c2)OCO3)cc1,41,-11,12,-3,94,3,0.1,-7,95
CCOc1ccc2nc(NC(=O)C(CC)Sc3nc(C)cc(=O)[nH]3)sc2c1 (stereo unspecified),9,-4,4,6,111,-54,-1.2,-1,113
Cc1csc(NC(=O)CSc2nc(C(C)C)nc3ccccc23)n1,-22,5,-8,-2,94,15,-0.4,-23,96
CCN(CC)CCCNC(=O)CSc1nc(C)cc(C)n1,10,-16,15,-6,94,0,0.2,7,98
Cc1ccc(-c2nc3ncccc3o2)cc1NC(=O)C(C)C,-6,-10,2,6,108,40,2.2,-12,103
Oc1c(Cl)cc(Cl)cc1C(C#Cc1ccccc1)N1CCOCC1 (stereo unspecified),40,-8,0,/,/,10,1.5,-14,/
CCOc1ccc(NC(=O)CSc2nc3ccsc3c(=O)n2CCC(=O)O)cc1,12,3,3,-1,100,-25,0.0,-52,98
Cc1cccc(NC(=O)Cn2c(=O)n(CCc3c[nH]c4ccccc34)c(=O)c3cccnc32)c1,18,-2,-2,-7,90,-6,2.1,-8,86
Cc1cc(=O)oc(C)c1C(=O)NC1CCCCCCC1,12,-3,8,0,99,7,-2.0,4,103
CSc1nc(NC(C)C)nc(N2CCOCC2)n1,8,1,-13,2,99,18,-0.2,-6,102
CS(=O)(=O)N1CCC(C(=O)Nc2cccc(Cl)c2Cl)CC1,-34,-1,-8,4,107,/,0.0,-3,104
CC(=O)Nc1ccc(OC(=O)C(CCS(C)(=O)=O)N2C(=O)c3ccccc3C2=O)cc1 (stereo unspecified),10,-13,-3,1,99,45,0.2,-5,95
CCOCc1nnc(NC(C)=O)s1,-3,0,3,5,105,4,0.5,1,101
Cc1cccc2cc(CN(Cc3ccc(F)cc3)C(=O)C(F)(F)F)c3nnnn3c12,15,-1,-9,-4,97,15,-0.7,-2,94
Cc1nc(-c2ccccc2)cn(O)c1=O,-1,-10,2,-11,89,40,/,1,99
COc1ccccc1NC(=O)N(C1CCCC1)C1CCN(C(C)=O)CC1,33,-6,-1,-4,97,-1,0.8,2,91
COCCCNc1nc(-c2ccncc2)nc2ccccc12,4,-4,8,5,107,26,-1.4,-14,103
COc1ccc(CCNC(=O)C2CC3Cn4c(nc5cc(C)c(C)cc54)C3N2C)cc1 (stereo unspecified),/,/,/,4,102,35,1.7,/,108
CC(=O)O/N=C1\C(=O)N(Cc2ccc(C)cc2)c2ccccc21,9,1,-14,-2,98,57,/,-11,110
COC(=O)/C(=C\c1c[nH]c2ccccc12)NC(C)=O,16,-10,4,12,117,33,1.1,-2,108
Cn1c(N)c(C(=O)COC(=O)C(Cc2ccccc2)NC(=O)c2ccccc2)c(=O)n(C)c1=O (stereo unspecified),10,3,-9,-10,83,24,-1.4,-15,87
Cc1c(C(=O)OCC(=O)c2c(N)n(CC(C)C)c(=O)n(C)c2=O)oc2ccccc12,-81,-7,-9,0,97,-32,7.4,-10,102
CCCOC(=O)c1ccc(NC(=O)c2nc3nc(C)cc(C)n3n2)cc1,-25,-9,1,0,97,0,1.2,-9,95
CC1(C)CC(C#N)(N2CCOCC2)CCO1 (stereo unspecified),11,1,-6,1,102,-22,0.9,5,103
CC1(C)NC(=O)N(CNc2cc(Cl)ccc2Cl)C1=O,21,2,-3,12,112,14,1.3,-6,108
CC(C)(C)c1ccc(/C=C/C(=O)N2CCc3ccccc3C2)cc1,18,0,-10,10,96,-12,1.2,-24,111
Cc1c(O[C@@H]2O[C@H](CO)[C@@H](O)[C@H](O)[C@H]2O)ccc2c1oc(=O)c1ccccc12,0,-5,-11,13,107,20,/,-8,113
O=C(Nc1cccc(F)c1)c1ccc(-c2ccccc2C(F)(F)F)o1,22,4,-16,-4,98,4,/,-12,95
COc1ccc(C(=O)/C=C/Nc2ccc(C)cn2)cc1OC,-2,5,-7,-4,94,-51,-0.4,-7,98
N#CCCN1CCN(C(=S)c2ccc(-c3cccc(Cl)c3)o2)CC1,8,-12,-3,-2,101,25,0.1,-25,100
Cn1c(Sc2ccc(Cl)cc2)c(C=O)c2ccccc21,35,-1,-14,-9,90,-15,-2.0,-4,94
COc1ccc(NC(=O)CCCSc2ccccc2)cc1,19,-2,-15,-1,92,-30,-1.8,-4,96
O=C(COC(=O)C1CC(=O)N(C2CCCCC2)C1)c1ccc(F)cc1 (stereo unspecified),24,3,-3,4,100,8,6.0,-6,100

# Profiles as entered above. Screens in order: NALP1 yeast inh | PfM18AAP inh | GPR7 antag | MEKK2 mut-MEK5 | MEKK2wt PB1 HTS | PHOSPHO1 block | OXTR agonist | FID counter | MEKK3 PB1 HTS
# Entry for O=C(Nc1cccc(F)c1)c1ccc(-c2ccccc2C(F)(F)F)o1 = 22 | 4 | -16 | -4 | 98 | 4 | / | -12 | 95
# Entry for Cn1c(Sc2ccc(Cl)cc2)c(C=O)c2ccccc21 = 35 | -1 | -14 | -9 | 90 | -15 | -2.0 | -4 | 94
# Entry for O=C(COC(=O)C1CC(=O)N(C2CCCCC2)C1)c1ccc(F)cc1 (stereo unspecified) = 24 | 3 | -3 | 4 | 100 | 8 | 6.0 | -6 | 100

# Later entries.
SMILES,NALP1 yeast inh,PfM18AAP inh,GPR7 antag,MEKK2 mut-MEK5,MEKK2wt PB1 HTS,PHOSPHO1 block,OXTR agonist,FID counter,MEKK3 PB1 HTS
O=c1[nH]c2cc3c(cc2cc1CN(CCc1ccccc1)Cc1nnnn1CC1CCCO1)OCO3 (stereo unspecified),-13,17,-13,4,106,35,-0.6,6,106
CC(=O)NNS(=O)(=O)c1ccc(-c2cc(C(F)(F)F)n(C)n2)s1,8,-4,-3,-9,94,3,1.1,2,91
Cc1cc(NS(=O)(=O)c2ccc(NC(=O)CCCOc3cccc(C)c3C)cc2)no1,-3,3,-22,5,103,41,-0.6,-60,101
COc1ccc(CC(NC(C)=O)C(=O)NC2CCN(C(=O)C3CC3)CC2)cc1OC (stereo unspecified),13,-16,-11,-3,100,24,0.0,-3,100
CC1CC2(CCCC2)N(C(=O)c2ccccc2)Cc2ccccc21 (stereo unspecified),11,0,-3,1,97,-12,-2.4,-21,103
COc1ccc(CNC(=O)CSCc2cccc(Cl)c2)cc1,41,1,9,3,107,17,-3.2,-18,105
CCCCOCCCNc1ncnc2c1[nH]c1ccccc12,12,6,16,5,118,3,19,-2,104
O=C(c1ccc(Nc2cccc(C(F)(F)F)c2)nc1)N1CCCC1,17,1,4,9,117,-30,-0.9,-21,104
Cc1ccc(-n2c(O)c(C=Nc3ccc(S(=O)(=O)Nc4ncccn4)cc3)c3ccccc3c2=O)cc1C,23,-7,-7,-7,88,15,0.0,3,105
O=C(Cn1nc(-c2ccccc2)ccc1=O)NCc1ccc2c(c1)OCO2,4,4,18,4,105,18,-1.0,-6,105
Oc1ccc(/C(Cc2ccc3ccccc3n2)=N\Nc2ccccc2)c(O)c1,11,2,0,-11,84,-4,0.4,-16,97
O=C(CCS(=O)(=O)c1ccc2c(c1)NC(=O)CS2)NCc1cccs1,11,-1,11,8,99,14,-0.2,-10,106
Cc1ccc(N2C(=O)NC(NS(=O)(=O)c3ccccc3)(C(F)(F)F)C2=O)cc1 (stereo unspecified),16,-5,1,4,102,10,0.8,-3,102
COc1ccccc1CCNC(=O)CNC(=O)c1ccc2ccccc2c1,4,4,1,-3,97,39,1.6,-25,100
O=C(O)CCC(=O)N1CCN(c2nc(-c3ccccc3)c3ccccc3n2)CC1,7,0,-1,2,102,31,0.5,-37,101
O=C(CO/N=C/c1c(Cl)cccc1Cl)NNC(=O)c1cccc(Cl)c1,/,2,-8,2,108,32,-1.2,-13,102
Cn1c(NCc2ccc(Cl)cc2)nc2ccccc21,30,3,-1,7,110,-30,1.3,7,102
O=c1n(Cc2ccccc2F)c2ccccc2n1Cc1ccccc1F,-8,3,-9,1,108,-4,0.1,-23,104
CC(C)C(=O)Nc1cccc(C(=O)Nc2nncs2)c1,-8,8,-6,2,103,4,-0.6,1,102
OCC1CCCN(C(=S)Nc2ccc(OC(F)F)cc2)C1 (stereo unspecified),34,-2,-4,9,104,1,-0.6,-3,98
C#CCOCCOCCOCCNc1nc(N2CCN(C(=O)[C@H](Cc3ccc(O)cc3)n3cc([C@@H](N)C(C)CC)nn3)CC2)nc(N2CCN(C(=O)[C@H](Cc3cc4ccccc4[nH]3)n3cc([C@@H](N)CC(C)C)nn3)CC2)n1 (stereo partly specified),7,-19,28,73*,224*,26,0.1,60*,117
O=C(CSCC(=O)Nc1nc(-c2ccc3c(c2)OCO3)cs1)Nc1nccs1,-3,9,-14,5,96,28,12,-5,102
Cc1ccc2oc(C(=O)NCc3ncc(C)[nH]3)c(C)c2c1,16,3,2,4,107,27,1.3,8,100
COc1cccc(C2C(C(C)=O)=C(O)C(=O)N2CCNCCO)c1 (stereo unspecified),-2,2,1,-14,89,1,-0.7,12,96
